# Screening data deposited in PubChem BioAssay by Broad Institute.
# TcdB inh: TcdB glycohydrolase inhibitors, primary screen, biochemical, single point, plate reader; Toxin B (Clostridioides difficile), P18177; TcdB glycohydrolase enzymatic assay; inhibition, % at 9.99 µM; 0.24% of 350,000 active; AID 652162, 2013; in the data active = inhibition above about 10%
# An asterisk follows results filed as active. The list is partial; rates above refer to the full screens.
# Start of the listing, in advance, 4 compounds:
Structure	TcdB inh
O=C(C[C@@H]1C=C[C@@H](NC(=O)Nc2ccccc2)[C@@H](CO)O1)NCc1cccc(F)c1	-5.0
O=C(c1ccc(F)cc1)N1CC(=O)N2[C@H](CO)[C@@H](c3ccc(C#CC4CC4)cc3)[C@@H]2C1	0.4
COc1ccc2c3c(n(C)c2c1)[C@@H](CO)N(CC1CC1)CC31CN(S(=O)(=O)c2cn(C)cn2)C1	-0.3
C[C@@H]1CN([C@H](C)CO)C(=O)c2cccc(NS(=O)(=O)c3ccc(Cl)cc3)c2O[C@H]1CN(C)C(=O)NC1CCCCC1	-0.3

# The list itself, from the start:
Structure	TcdB inh
O=C(C[C@@H]1C=C[C@@H](NC(=O)Nc2ccccc2)[C@@H](CO)O1)NCc1cccc(F)c1	-5.0
O=C(c1ccc(F)cc1)N1CC(=O)N2[C@H](CO)[C@@H](c3ccc(C#CC4CC4)cc3)[C@@H]2C1	0.4
COc1ccc2c3c(n(C)c2c1)[C@@H](CO)N(CC1CC1)CC31CN(S(=O)(=O)c2cn(C)cn2)C1	-0.3
C[C@@H]1CN([C@H](C)CO)C(=O)c2cccc(NS(=O)(=O)c3ccc(Cl)cc3)c2O[C@H]1CN(C)C(=O)NC1CCCCC1	-0.3
CCCN1C[C@H](C)[C@@H](OC)CN(C)C(=O)c2ccc(NC(=O)c3cccc(F)c3)cc2OC[C@@H]1C	1.0
COCC(=O)NC[C@@H]1CC[C@@H]2[C@@H](CN2S(=O)(=O)c2ccccc2[N+](=O)[O-])O1	-0.1
C[C@H]1CN([C@@H](C)CO)C(=O)Cc2cc(NS(=O)(=O)c3cccs3)ccc2O[C@@H]1CN(C)C(=O)NC1CCCCC1	0.4
C[C@H](CO)N1C[C@H](C)[C@H](CN(C)C)Oc2cc(-c3cccc(C(=O)N(C)C)c3)ccc2S1(=O)=O	-0.4
CCC(=O)N1CC(=O)N2[C@@H](CO)[C@H](c3ccc(-c4ccncc4)cc3)[C@@H]2C1	1.7
C/C=C/c1ccc2c(c1)O[C@@H](CN(C)C(=O)Nc1cccc(F)c1)[C@H](C)CN([C@H](C)CO)S2(=O)=O	-7.0
C[C@H]1CN([C@@H](C)CO)C(=O)c2ccccc2-c2ccccc2CO[C@H]1CN(C)Cc1ccc2c(c1)OCO2	0.2
CCCNC(=O)N1C[C@@H]2[C@H](c3ccccc31)[C@H](CO)N2CC1CCCC1	-1.3
COc1ccc(S(=O)(=O)Nc2ccc3c(c2)CC(=O)N([C@@H](C)CO)C[C@H](C)[C@H](CN(C)C(=O)NC2CCCCC2)O3)cc1	0.1
COc1ccc(-c2ccc3n(c2=O)C[C@@H]2[C@@H](CO)[C@H](C(=O)Nc4ccccc4)[C@H]3N2C)cc1	-0.8
C[C@H](CO)N1C[C@H](C)[C@H](CN(C)Cc2ccc3c(c2)OCO3)OCCCC[C@H](C)Oc2ccc(NC(=O)CCCN(C)C)cc2C1=O	-0.1
C[C@@H]1CN([C@H](C)CO)C(=O)c2cc(NC(=O)Nc3ccccc3)ccc2O[C@@H](C)CCCCO[C@@H]1CN(C)C(=O)CCC(F)(F)F	0.4
Cc1ccc(-c2ccc([C@@H]3[C@@H](CO)N4CCCCN(S(=O)(=O)c5ccccc5C)C[C@H]34)cc2)cc1	-0.1
C[C@H](CO)N1C[C@H](C)[C@H](CN(C)C(=O)C2CCC2)Oc2ncc(-c3ccc(F)cc3)cc2C1=O	-0.6
COc1ccc(NC(=O)N(C)C[C@H]2OCCCC[C@@H](C)Oc3ccc(NS(=O)(=O)c4ccc(F)cc4)cc3C(=O)N([C@@H](C)CO)C[C@H]2C)cc1	-1.5
C[C@H](CO)N1C[C@H](C)[C@H](CN(C)S(=O)(=O)c2cccs2)Oc2c(NC(=O)C3CCOCC3)cccc2C1=O	-0.4
COc1ccc(S(=O)(=O)Nc2cccc3c2O[C@H](CN(C)CC2CCCCC2)[C@@H](C)CN([C@@H](C)CO)C3=O)cc1	0.4
CC(C)NC(=O)Nc1ccc2c(c1)C(=O)N([C@H](C)CO)C[C@H](C)[C@H](CN(C)C(=O)Nc1ccc(F)cc1)OCCCC[C@H](C)O2	-0.4
COc1ccc(NC(=O)N[C@H]2CC[C@H](CCn3cc(-c4ccc(F)cc4)nn3)O[C@H]2CO)cc1	-0.3
O=C(C[C@H]1CC[C@@H]2[C@H](COC[C@@H](O)CN2S(=O)(=O)c2cccc(Cl)c2)O1)Nc1ccc(-c2ccccc2)cc1	-1.2
Cc1ccc(S(=O)(=O)N(C)C[C@H]2Oc3ccc(NC(=O)C4CCCCC4)cc3CC(=O)N([C@H](C)CO)C[C@@H]2C)cc1	-0.1
CO[C@@H]1CN(C)C(=O)c2cc(NC(=O)c3ccccc3)ccc2OC[C@@H](C)N(C)C[C@H]1C	-0.7
CN(C)C(=O)[C@H]1[C@H](CO)[C@H]2Cn3c(ccc(C4=CCCCC4)c3=O)[C@H]2N1Cc1ccccn1	0.6
Cc1noc(C)c1S(=O)(=O)N(C)C[C@@H]1Oc2c(NC(=O)c3nc4ccccc4s3)cccc2C(=O)N([C@@H](C)CO)C[C@@H]1C	-0.6
O=C(C1CC1)N1CCCCN2[C@H](C1)[C@@H](c1ccc(C#CC3(O)CCCC3)cc1)[C@@H]2CO	-2.1
Cc1noc(C)c1S(=O)(=O)Nc1ccc2c(c1)C(=O)N([C@H](C)CO)C[C@H](C)[C@H](CN(C)Cc1ccc(C(=O)Nc3ccccc3N)cc1)OCCCC[C@@H](C)O2	-0.1
O=C(Nc1ccc(F)cc1)N1CC(=O)N2[C@@H](CO)[C@@H](c3ccc(C#CC4CC4)cc3)[C@@H]2C1	-0.1
CN(C)CC#Cc1ccc([C@H]2[C@H]3CN(C(=O)Nc4ccccc4F)CCCCN3[C@H]2CO)cc1	0.2
C[C@H](CO)N1C[C@H](C)[C@H](CN(C)S(C)(=O)=O)OCCCC[C@H](C)Oc2ccc(NC(=O)CCCN(C)C)cc2C1=O	-1.2
COc1ccc(CN(C)C[C@@H]2Oc3c(NC(=O)C4CCOCC4)cccc3C(=O)N([C@H](C)CO)C[C@H]2C)cc1	-0.2
C[C@H](O)C#Cc1cnc2c(c1)C(=O)N([C@@H](C)CO)C[C@H](C)[C@@H](CN(C)C(=O)Cc1ccncc1)O2	0.0
O=C(C[C@@H]1C[C@@H]2c3cc(NC(=O)CC4CC4)ccc3O[C@@H]2[C@H](CO)O1)NCc1ccccc1	-0.4
Cc1ccc(S(=O)(=O)N[C@H]2C=C[C@@H](CC(=O)N3CCN(c4ccccc4)CC3)O[C@@H]2CO)cc1	-2.0
C[C@H]1CN([C@@H](C)CO)C(=O)c2cc(NS(=O)(=O)c3cccs3)ccc2O[C@@H]1CN(C)S(=O)(=O)c1cn(C)cn1	0.8
N#C[C@@H]1[C@H](c2ccccc2C2=CCCCC2)[C@H](CO)N1C(=O)NC1CCCCC1	-6.6
C[C@@H]1CCCCO[C@@H](CN(C)Cc2ccccc2)[C@H](C)CN([C@H](C)CO)C(=O)c2cc(NC(=O)Nc3ccc4c(c3)OCO4)ccc2O1	-0.5
C[C@@H]1CCCCO[C@@H](CN(C)C(=O)c2ccncc2)[C@H](C)CN([C@H](C)CO)C(=O)c2cc(NS(=O)(=O)c3ccccc3)ccc2O1	-0.4
COCC#Cc1cnc2c(c1)C(=O)N([C@@H](C)CO)C[C@H](C)[C@@H](CN(C)Cc1ccc(F)cc1)O2	-0.5
C[C@H](NC(=O)[C@@H]1[C@@H](CO)[C@@H]2Cn3c(cccc3=O)[C@H]1N2C(=O)C1CCC1)c1ccccc1	-0.5
C[C@H]1CN([C@@H](C)CO)C(=O)c2cc(NC(=O)Nc3ccc(C(F)(F)F)cc3)ccc2O[C@H]1CN(C)CC1CC1	0.7
C[C@@H]1CN([C@@H](C)CO)C(=O)c2cc(C#CC3CC3)cnc2O[C@H]1CN(C)C(=O)c1ccc(F)cc1	1.1
O=C(C[C@@H]1C=C[C@H](NS(=O)(=O)c2ccc(F)cc2)[C@H](CO)O1)NCc1ccccc1F	-0.8
COc1cccc(-c2ccc([C@@H]3[C@@H](CO)N4C(=O)CNC[C@H]34)cc2)c1	-0.8
COC(=O)C[C@H]1CC[C@H]2[C@@H](COc3ccc(NS(=O)(=O)c4ccccc4Cl)cc3C(=O)N2C)O1	-0.3
COc1cccc(NC(=O)N[C@H]2C=C[C@H](CC(=O)N3CCCCC3)O[C@@H]2CO)c1	-0.8
C[C@@H]1CN([C@H](C)CO)C(=O)c2cc(NC(=O)Cc3cn(C)c4ccccc34)ccc2O[C@@H]1CN(C)S(=O)(=O)c1cn(C)cn1	0.5
CN1c2ccc(C#Cc3cccnc3)cc2[C@@H]2[C@@H](CCN2S(=O)(=O)c2ccccc2)[C@H]1CO	1.2
COc1ccccc1C(=O)Nc1ccc2c(c1)C(=O)N(C)C[C@@H](OC)[C@@H](C)CN(C)[C@H](C)CO2	-1.1
C[C@@H]1CCCCO[C@@H](CN(C)S(=O)(=O)c2ccc(F)cc2)[C@H](C)CN([C@H](C)CO)C(=O)c2cc(NC(=O)Nc3cccc4ccccc34)ccc2O1	-1.3
COc1ccccc1NC(=O)N[C@@H]1CC[C@H](CCNC(=O)c2ccc3c(c2)OCO3)O[C@@H]1CO	0.0
COc1ccc(S(=O)(=O)Nc2cccc3c2O[C@H](CN(C)S(C)(=O)=O)[C@H](C)CN([C@@H](C)CO)C3=O)cc1	-1.0
CC(C)NC(=O)Nc1ccc2c(c1)C(=O)N([C@H](C)CO)C[C@H](C)[C@@H](CN(C)S(C)(=O)=O)OCCCC[C@@H](C)O2	-12.5
CNC[C@H]1Oc2ccc(NC(=O)NC3CCCCC3)cc2CC(=O)N([C@H](C)CO)C[C@@H]1C	-0.1
COc1ccccc1CN1[C@H](CO)[C@H]2c3ccccc3N(C(=O)c3cccnc3)C[C@H]21	-10.8
C[C@@H]1CN([C@@H](C)CO)C(=O)c2cc(-c3ccccc3)cnc2O[C@@H]1CN(C)Cc1ccccn1	-2.6
O=C(C[C@H]1CC[C@H]2[C@@H](COC[C@@H](O)CN2CC2CCCC2)O1)NCC1CC1	-2.0

# As entered above.
# For TcdB inh, COc1ccccc1NC(=O)N[C@@H]1CC[C@H](CCNC(=O)c2ccc3c(c2)OCO3)O[C@@H]1CO has 0.0
# For TcdB inh, COc1ccccc1CN1[C@H](CO)[C@H]2c3ccccc3N(C(=O)c3cccnc3)C[C@H]21 has -10.8
# For TcdB inh, COc1ccccc1C(=O)Nc1ccc2c(c1)C(=O)N(C)C[C@@H](OC)[C@@H](C)CN(C)[C@H](C)CO2 has -1.1
# For TcdB inh, CC(C)NC(=O)Nc1ccc2c(c1)C(=O)N([C@H](C)CO)C[C@H](C)[C@@H](CN(C)S(C)(=O)=O)OCCCC[C@@H](C)O2 has -12.5
# For TcdB inh, CN1c2ccc(C#Cc3cccnc3)cc2[C@@H]2[C@@H](CCN2S(=O)(=O)c2ccccc2)[C@H]1CO has 1.2
# For TcdB inh, O=C(C[C@H]1CC[C@H]2[C@@H](COC[C@@H](O)CN2CC2CCCC2)O1)NCC1CC1 has -2.0

# The results go on.
Structure	TcdB inh
COc1ccc2c3c(n(C)c2c1)[C@H](CO)N(C(=O)NC(C)C)CC31CN(CC2CC2)C1	0.6
CCCNC(=O)N1CC2(CCN(C(=O)C3CCCC3)CC2)c2c([nH]c3cc(OC)ccc23)[C@H]1CO	0.8
COc1ccc(S(=O)(=O)N2CCCCN3[C@H](CO)[C@H](c4ccc(C5=CCCCC5)cc4)[C@H]3C2)cc1	-0.3
COc1ccc(S(=O)(=O)Nc2ccc3c(c2)CC(=O)N([C@H](C)CO)C[C@H](C)[C@H](CN(C)C(=O)NC2CCCCC2)O3)cc1	-1.1
CCCNC(=O)N1[C@H](CN(C)C(C)=O)[C@@H](c2ccc(C3=CCCC3)cc2)[C@@H]1CO	0.1
COc1ccc(S(=O)(=O)N(C)C[C@H]2Oc3ccc(NS(=O)(=O)c4cn(C)cn4)cc3CC(=O)N([C@H](C)CO)C[C@@H]2C)cc1	0.6
C[C@@H]1CN([C@@H](C)CO)C(=O)c2cc(NS(=O)(=O)c3cccs3)ccc2O[C@@H]1CN(C)Cc1ccc(C(F)(F)F)cc1	0.9
O=C(C[C@@H]1CC[C@H]2[C@@H](COC[C@H](O)CN2C(=O)Nc2cccc(F)c2)O1)NCCCN1CCOCC1	1.9
CO[C@H]1CN(C)C(=O)c2cc(NC(C)=O)ccc2OC[C@H](C)N(C(=O)CN2CCOCC2)C[C@@H]1C	2.2
COc1ccc(C#Cc2ccc3c(c2)O[C@H](CN(C)C(=O)NC2CCCCC2)[C@@H](C)CN([C@@H](C)CO)S3(=O)=O)cc1	-0.7
CC(=O)NC[C@@H]1[C@@H](c2ccccc2)[C@H](CO)N1C(=O)Cc1cccnc1	-0.5
CNC(=O)C[C@H]1CC[C@H]2[C@@H](COc3ccc(NC(=O)NC4CCCC4)cc3C(=O)N2C)O1	0.0
Cc1noc(C)c1S(=O)(=O)Nc1ccc2c(c1)C(=O)N([C@@H](C)CO)C[C@H](C)[C@@H](CN(C)S(=O)(=O)c1ccccc1)OCCCC[C@H](C)O2	0.7
O=C(C[C@H]1CC[C@@H]2[C@H](COC[C@H](O)CN2C(=O)Nc2ccc(Cl)cc2)O1)NCCc1ccncc1	-0.4
COc1ccccc1NC(=O)N[C@@H]1CC[C@@H](CC(=O)N[C@H](C)c2ccccc2)O[C@H]1CO	-0.5
C[C@H](CO)N1C[C@H](C)[C@H](CN(C)C(=O)NC2CCCCC2)Oc2c(NC(=O)C3CCOCC3)cccc2C1=O	0.0
Cc1ccc(S(=O)(=O)N(C)C[C@@H]2Oc3ncc(C#CCN(C)C)cc3C(=O)N([C@H](C)CO)C[C@@H]2C)cc1	-0.4
C/C=C/c1ccc2c(c1)O[C@@H](CN(C)C(=O)NC(C)C)[C@@H](C)CN([C@@H](C)CO)S2(=O)=O	1.1
Cc1noc(C)c1S(=O)(=O)Nc1ccc2c(c1)C(=O)N([C@H](C)CO)C[C@@H](C)[C@@H](CN(C)C(=O)NC1CCCCC1)OCCCC[C@H](C)O2	0.4
CO[C@@H]1CN(C)C(=O)c2ccc(NC(=O)C3CCC3)cc2OC[C@H](C)N(C(=O)NC(C)C)C[C@@H]1C	-1.7
O=C(C[C@@H]1C[C@H]2c3cc(NC(=O)C4CCC4)ccc3O[C@H]2[C@@H](CO)O1)NCC1CC1	0.5
